KOR beta-arrestin-1: kappa opioid receptor activators – cell-based, luminescence, uHTS, primary screen (AID 1777). KOR beta-arrestin recruitment, luminescence; higher % means a stronger effect. activation, % at 10 µM; hits with a dose series show EC50 in µM. 280,000 compounds, 0.02% hits; in the data active = activation above about 50%, passing the limit was not always enough; note: a part of the inactive calls stands beside numbers as strong as those of hits
West Nile virus CPE: inhibition of WNV-induced cytopathic effect – cell-based, CPE readout (AID 1621). West Nile virus-infected cells, CPE inhibition; higher % means a stronger effect. one-dose CPE inhibition, % at 10 µM; IC50 in µM for titrated hits. 290,000 compounds, 0.02% hits; in the data active = a potency from the dose series; inconclusive = CPE inhibition mostly from about 3.7% at the one dose, without a potency; inactive = the rest, 99 in 100 with CPE inhibition below about 2.2%; note: strong numbers were not always called active
HIV peptide binding: inhibitors of HIV fusion peptide binding, primary screen, biochemical, uHTS, fluorescence dequenching (AID 1986); cell-free peptide binding, fluorescence dequenching, 30 min; higher % means a stronger effect; one-dose inhibition, % at 20 µM; IC50 in µM for titrated hits; 290,000 compounds, 0.3% hits; in the data active = inhibition mostly above about 52%, no sharp cut-off; inactive = mostly below about 76%; note: some results filed as inactive read as strong as hits
NS5 inhibitors: flavivirus cap methylation enzyme inhibition – biochemical, confirmation dose response, primary screen (AID 588689); 340,000 compounds, 0.3% hits; inhibition, % at 25 µM, or IC50 in µM where a hit was titrated; Dengue-2 NS5 methyltransferase capping enzyme assay, biochemical; higher % means a stronger effect; in the data active = a potency from the dose series; inconclusive = inhibition above about 29% without an active follow-up result
Yfh1-depleted yeast: mitochondrial function rescue without frataxin homolog – Friedreich's ataxia, plus single-dose screen, dose response (AID 1465). one-dose fold induction at 50 µM; EC50 in µM for titrated hits. S. cerevisiae Yfh1-off respiration, WST-1 reduction, 72 h; higher fold induction means a stronger effect. 220,000 compounds, 0.074% hits;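 active = fold induction of absorbance versus untreated yeast above a set limit, then at least 30% activation at any dose in follow-up; inconclusive = repeats straddling the limit, or above it without dose testing; inactive = fold induction below the set limit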;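 note: activators that raise dye reduction in frataxin-depleted yeast; strong numbers were not always called active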
NOD2 inhibition: inhibition of NOD2-driven NF-kB reporter – cell-based, luminescence, uHTS, HEK293 (AID 1566); HEK293 NOD2/NF-kB luciferase reporter, luminescence; higher % means a stronger effect; inhibition, % at 4 µM, or EC50 in µM where a hit was titrated; 290,000 compounds, 0.63% hits; note: many of its hits are not listed in these tables
NOD1 inhibition: NOD1 signaling inhibitors, primary screen, cell-based, luminescence, uHTS (AID 1578); NOD1-driven NF-kB luciferase reporter cells, luminescence; higher % means a stronger effect; inhibition, % at 4 µM; hits with a dose series show EC50 in µM; 290,000 compounds, 1% hits; in the data active = inhibition mostly above about 36%, no sharp cut-off; inactive = mostly below about 34%;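 note: HEK-293T reporter cells stimulated with the NOD1 agonist gamma-tri-DAP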
KOR beta-arrestin-2: kappa opioid receptor blockers – cell-based, luminescence, uHTS (AID 1778) | KOR beta-arrestin recruitment, luminescence, antagonist mode; higher % means a stronger effect | inhibition, % at 10 µM, or IC50 in µM where a hit was titrated | 290,000 compounds, 0.091% hits; note: strong numbers were not always called active
AID2073: disruptors of CaV2.2 binding to Mint1 – biochemical, HTRF (AID 2073); HTRF protein-protein interaction, Mint1-CaV2.2; higher % means a stronger effect; inhibition, % at 20 µM; hits with a dose series show IC50 in µM; 290,000 compounds, 0.19% hits; in the data active = inhibition mostly above about 51%, no sharp cut-off; inconclusive = no clear call, values can overlap the other calls; inactive = mostly below about 53%; note: some results filed as inactive read as strong as hits
NS5 inhibitors pilot replicate: further read-out of NS5 inhibitors, marked with its call; inhibition, %; measured here: pilot screen replicate inhibition
The depositor's hits bear a star; i = inactive; ? = inconclusive; . = no result given; [ ] = another dose, or the depositor's remark. Cut-off read from the data, not from the text of the source, unless noted: active = inhibition above about 50%; inactive = the rest. Only part of the results is shown; count on the stated rates, not on these rows.

SMILES	KOR beta-arrestin-1	West Nile virus CPE	HIV peptide binding	NS5 inhibitors	Yfh1-depleted yeast	NOD2 inhibition	NOD1 inhibition	KOR beta-arrestin-2	AID2073	others
O=C(Cc1cccs1)OCC(=O)c1ccco1	1.8%	0.1%	-1.8%	2%	i	-20%	-30%	-7%	5%
COc1cc(OC)cc(C(=O)NNC(=S)NCc2ccco2)c1	-8.5%	1.7%	-3.0%	-18%	i	25%	-17%	11%[20 µM]	-5%
Cc1cc(C(=O)CCl)c(C)n1-c1cccc(S(=O)(=O)N2CCOCC2)c1	-3.8%	0.4%	-0.5%	.	i	.	.	-6%	8%
Cc1ccc(CN2C(=O)CNC2=S)cc1	-4.2%	0.2%	0.2%	-6%	?	7%	-23%	15%	-4%
COc1ccc(N/C(N)=N/c2nc(C)cc(=O)[nH]2)cc1	1.2%	0.0%	1.1%	-2%	.	6%	-34%	-56%[20 µM]	5%
O=C(Cc1n[nH]c(=O)c2ccccc12)NC(c1ccccc1)c1ccccc1	3.3%	0.0%	2.2%	22%	i	-20%	9%	13%	2%
Cc1cc(C)n2nc(-c3cnn(C)c3C(F)(F)F)cc2n1	3.7%	0.0%	-0.6%	-3%	i	6%	0%	-21%	11%
CC(=O)Cc1nsc(NC(=O)c2oc(-c3ccccc3Cl)cc2C)n1	-2.0%	-0.6%	-0.9%	-7%	i	28%	-3%	12%	13%
CN(c1ccccc1)S(=O)(=O)c1cccc(C(=O)Nc2ncn[nH]2)c1	-1.5%	0.0%	-1.9%	-2%	i	13%	-8%	19%	7%
O=C(NCc1ccc(F)cc1)C1CCCN1S(=O)(=O)c1cccc2nsnc12 (configuration not stated)	-3.5%	-1.5%	0.5%	-7%	.	19%	13%	-18%	-3%
Cc1ccc(CN2CCNC(=O)C2CC(=O)NCc2csc(C(C)C)n2)cc1 (configuration not stated)	5.1%	-0.5%	1.7%	-3%	.	-3%	-36%	-23%	6%
O=C(NC1CC1)C1CCC(=O)N1C1CCCC1 (configuration not stated)	0.7%	-0.8%	-1.3%	-3%	i	-9%	1%	-6%	0%
CCOCCn1c(SCc2ccccc2)nc2c1c(=O)[nH]c(=O)n2C	-6.2%	-0.1%	-1.6%	-10%	i	8%	-5%	-1%	16%
Cc1ccc(CN2CCN(C(=O)c3ccncc3)CC2)cc1	.	-0.2%	5.2%	0%	i	-2%	-16%	-6%[20 µM]	3%
COc1ccc(Cn2cnc3c([N+](=O)[O-])c(C)c(C)cc32)cc1	0.5%	-1.4%	-1.1%	-3%	i	21%	17%	8%	-4%	NS5 inhibitors pilot replicate=-2.1
CCN1CCN(c2ccc(S(=O)(=O)N3CCCCC3)cc2NC(=O)COc2ccc(Cl)c(C)c2)CC1	0.1%	0.9%	-1.5%	-6%	.	6%	-30%	-3%	?
c1ccc(-c2nnc(-c3ccco3)o2)cc1	-2.5%	0.5%	-2.7%	-2%	i	-61%	-9%	-53%	4%
COc1ccc(CNc2nc3nc(C)cc(C)n3n2)cc1OC	-0.5%	0.5%	2.5%	-5%	i	2%	2%	-13%	3%
CCOC(=O)c1ccc(Oc2nc(NC)nc(Nc3ccccc3)n2)cc1	-0.4%	0.3%	-0.7%	-6%	i	5%	0%	-32%	-4%
Cc1cccc(OCCNC(=O)c2cncc(Br)c2)c1	2.0%	-0.3%	-1.9%	-2%	i	7%	1%	14%	-2%
CCOC(=O)N1CCC(N2C(=O)c3ccc(C(=O)Nc4ccc(OC)c(OC)c4)cc3C2=O)CC1	-1.9%	-0.3%	-2.0%	5%	.	7%	-16%	-21%	21%
CC(C)(C)c1nc2ccccc2[nH]1	-2.7%	0.3%	-0.3%	-1%	i	17%	34%	17%	-3%
Cc1cc(C(F)(F)F)c(C#N)c(SCC(=O)Nc2nc3ccccc3s2)n1	-6.2%	-0.2%	-3.7%	-20%	i	10%	-5%	-17%	-27%
C[n+]1cnn2c1SCC1(COC1)C2	0.8%	-0.5%	2.2%	-1%	i	1%	2%	-8%	-4%
COC(=O)CC1C(=O)NCCN1C(=S)NC(=O)CCc1ccccc1 (configuration not stated)	-5.7%	0.1%	2.6%	-3%	i	0%	-43%	-27%	-4%

For convenience, some entries already given:
SMILES	KOR beta-arrestin-1	West Nile virus CPE	HIV peptide binding	NS5 inhibitors	Yfh1-depleted yeast	NOD2 inhibition	NOD1 inhibition	KOR beta-arrestin-2	AID2073	others
CCOC(=O)N1CCC(N2C(=O)c3ccc(C(=O)Nc4ccc(OC)c(OC)c4)cc3C2=O)CC1	-1.9%	-0.3%	-2.0%	5%	.	7%	-16%	-21%	21%
CC(C)(C)c1nc2ccccc2[nH]1	-2.7%	0.3%	-0.3%	-1%	i	17%	34%	17%	-3%
Cc1cc(C(F)(F)F)c(C#N)c(SCC(=O)Nc2nc3ccccc3s2)n1	-6.2%	-0.2%	-3.7%	-20%	i	10%	-5%	-17%	-27%

Later entries.
SMILES	KOR beta-arrestin-1	West Nile virus CPE	HIV peptide binding	NS5 inhibitors	Yfh1-depleted yeast	NOD2 inhibition	NOD1 inhibition	KOR beta-arrestin-2	AID2073	others
O=C(NC(=S)NNC(=O)c1ccccc1O)c1ccccc1	-1.5%	-0.1%	4.3%	2%	.	26%	-16%	-17%	-24%
CCOc1ccccc1NC(=O)CN1CCC(C(=O)c2ccc(OC)cc2)CC1	1.5%	-0.8%	-1.2%	-2%	.	-9%	-15%	-2%	9%
O=[N+]([O-])c1cc(-c2ccc(/C=N/c3nc4ccccn4c3-c3ccco3)o2)ccc1Cl	-1.6%	0.1%	14%	18%	i	-13%	-34%	-51%	40%
CC1=CC(C)(C)N2C(=O)C3(C(C#N)=C(N)OC4=C3C(=O)CC(C)(C)C4)c3c(C)c(C)cc1c32 (configuration not stated)	-2.0%	-0.5%	-4.5%	2%	i	-6%	40%	-51%	-11%
O=C(NCC1CCCO1)c1ccc([N+](=O)[O-])o1 (configuration not stated)	-0.5%	-0.2%	-0.8%	-1%	.	7%	-20%	-23%	-5%
Cc1ccc(N(CC(=O)Nc2cccc(N(C)S(C)(=O)=O)c2)S(C)(=O)=O)cc1	-1.6%	0.7%	-0.6%	2%	i	2%	10%	-12%	0%
Cc1ccc(C(=O)NCC2CCCO2)cc1[N+](=O)[O-] (configuration not stated)	3.1%	1.3%	-1.6%	-1%	i	18%	-12%	-6%	-5%
O=C1C2C3C=CC(C3)C2C(=O)N1c1cccc(N2C(=O)C3C4C=CC(C4)C3C2=O)n1 (configuration not stated)	-7.5%	0.7%	0.6%	-1%	i	21%	-10%	-3%	16%
CCn1c2ccccc2c2n[nH]c(=S)nc21	-5.3%	-0.1%	-1.8%	5%	.	8%	-6%	35%	-10%
Cc1ccc(-n2cc(C(=O)c3ccc(F)cc3)nn2)cc1Cl	5.8%	.	-2.4%	-5%	.	-206%	.	-11%	32%
Fc1ccc(-c2cc3nc(-c4ccccc4)cc(N4CCOCC4)n3n2)cc1	-7.4%	-0.1%	1.3%	-1%	i	16%	6%	-19%	12%
COc1ccc(S(=O)(=O)N2CCN(Cc3ccc4c(c3)OCO4)CC2)cc1F	3.9%	-0.4%	-0.2%	0%	.	-5%	-5%	-20%	18%
CCOC(=O)C1=C(C)Nc2ccccc2N=C1NC(=O)CCCN1C(=O)c2ccccc2C1=O	0.9%	0.5%	15%	-9%	i	3%	22%	-7%	-2%
O=C(CSc1nc2cc(Cl)ccc2o1)c1cccs1	-10%	0.2%	-1.8%	-3%	i	9%	-13%	25%	-6%
CCC(=O)Nc1nnc(-c2ccncc2)s1	-5.1%	1.3%	-1.0%	-1%	i	-2%	-2%	-2%	9%
COc1cccc(-c2nnc(SCN3C(=O)c4ccccc4C3=O)n2C)c1	-0.2%	0.7%	-1.5%	-9%	i	1%	-20%	17%	-12%
COc1ccc(C(=O)Nn2c(C)ccc2C)cc1OC	-3.2%	0.0%	2.0%	17%	i	3%	-21%	25%	24%
O=C(NCCCn1ccnc1)/C(=C\c1cccnc1)NC(=O)c1ccccc1F	.	0.3%	-0.3%	-5%	i	24%	-20%	14%[20 µM]	-2%
COc1cc(CC(=O)N2CCc3ccccc32)cc(OC)c1OC	4.6%	-1.0%	1.1%	-1%	i	26%	35%	-106%	-3%
O=C(C1=C[C@H](c2ccc3c(c2)OCO3)C[C@H](OCc2ccc(CO)cc2)O1)N1CCN(Cc2ccc3c(c2)OCO3)CC1	-1.5%	-0.3%	0.3%	-2%	i	5%	-3%	-20%	6%
Cc1cccc(NC(=S)NCc2cccs2)c1	0.2%	0.1%	-0.8%	-7%	i	7%	-29%	-14%	-4%
Cc1sc2ncnc(N[C@@H](Cc3ccccc3)C(=O)O)c2c1C	-2.2%	-0.4%	0.4%	-5%	.	4%	2%	-23%	1%
CCC(=O)OCCn1c(Br)nc2c1c(=O)[nH]c(=O)n2C	-3.6%	-0.2%	-3.4%	6%	i	-9%	-52%	-18%	-3%
Cc1cc(NC(=O)CSc2nnc(CNC(=O)c3cccc(C(F)(F)F)c3)o2)no1	-2.3%	0.1%	0.8%	2%	.	6%	-17%	-2%	-3%
CCN(CC(=O)NC1CCS(=O)(=O)C1)S(=O)(=O)c1ccc(F)cc1 (configuration not stated)	10%	0.6%	-0.7%	-4%	i	15%	26%	.	1%

Next section.
SMILES	KOR beta-arrestin-1	West Nile virus CPE	HIV peptide binding	NS5 inhibitors	Yfh1-depleted yeast	NOD2 inhibition	NOD1 inhibition	KOR beta-arrestin-2	AID2073	others
COc1ccc(Nc2nnc(SCC(=O)c3cc4ccccc4o3)s2)cc1	10%	0.0%	5.5%	2%	i	-48%	8%	24%	-2%
COc1ccc(CNC(=O)C2CCCN(Cc3nc(-c4cccc(C)c4)oc3C)C2)cc1 (configuration not stated)	10%	-1.8%	0.0%	-11%	i	11%	11%	1%	-15%
COc1ccc(CCNC(=O)C2CCCN(c3nn4c(=O)cc(C)nc4s3)C2)cc1OC (configuration not stated)	6.9%	0.2%	1.6%	0%	i	14%	19%	-13%	6%
Cc1cccc(NC(=O)CN2C(=S)NC(C)(C)CC2C)c1 (configuration not stated)	1.7%	-1.2%	2.0%	-1%	i	12%	-17%	40%	-17%
COC(=O)c1ccc(CNC(=O)CCc2c[nH]c3ccccc23)cc1	-0.7%	-0.4%	-1.5%	6%	.	6%	-44%	17%	4%
CC(NC(=O)CN(c1cccc(C(F)(F)F)c1)S(C)(=O)=O)c1ccccc1 (configuration not stated)	-0.7%	0.5%	1.7%	7%	.	2%	-13%	-8%[20 µM]	5%
COc1cccc(N2CCN(c3nc(C)cc(C)c3C#N)CC2)c1	4.8%	-0.7%	-0.6%	-4%	.	32%	50%	-60%[20 µM]	12%
CN(C(=O)c1cc2ccccc2oc1=O)C1(C)CCS(=O)(=O)C1 (configuration not stated)	-1.6%	0.5%	-1.3%	-2%	i	13%	-32%	-11%	2%
O=C(O)CNS(=O)(=O)c1c(Cl)cccc1Cl	5.6%	0.2%	-1.2%	-7%	i	20%	2%	17%	-6%
CCOC(=O)N1CCN(C(=O)C2CCC(=O)N2C(C)C)CC1 (configuration not stated)	-1.5%	0.1%	1.8%	2%	i	12%	4%	6%	12%
COc1ccc2c3c([nH]c2c1)C(C)N(C(C)=O)CC3 (configuration not stated)	0.7%	0.3%	2.5%	-5%	i	12%	-4%	21%	2%

From PubChem BioAssay
